Source: PubChem
TGFb inhibitor: qHTS for Inhibitors of TGF-b | HepG2 CAGA-GFP TGF-b/SMAD3 reporter, GFP fluorescence, 18 h; TGF-beta stimulated, 500 pg/mL final | Potency, µM (highest dose often 46.1 µM), for inactives: at the highest dose activity, negative = inhibition, hits mostly inhibitors | hit rate 1.2% among 410,000 | AID 588855, 2011; further: potency means the concentration at half of the fitted maximal effect; on the % scale 0 is the no-effect control and ±100 the full control effect; nearly all actives have a fitted effect of over 65% in size
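First, reporter cells (HEPG2 CAGA-GFP) rested 2 h at 37 degrees C. Next, compounds were pinned in and TGF-beta added to 500 pg/mL final. After 18 h, GFP was imaged per cell and summed per well.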
Nrf2 ARE act: qHTS of Nrf2 Activators | Potency, µM (series often up to 46.1 µM), without a hit: top-dose activation, most hits filed as activators | AREc32 ARE-luciferase reporter (MCF7-derived line), luminescence, 24 h | hit rate 0.31% among 410,000 | AID 624171, 2012; further: potency means the concentration at half of the fitted maximal effect; % of control where 0% means no effect; nearly all actives have a fitted effect of over 65% in size
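Luciferase luminescence (Steady-Glo, 30 min at room temperature) served as the read-out of ARE activation in AREc32 cells treated with compounds for 24 hr at 37 deg C.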
CCT modulator: High-Throughput Screening for Modulators of Cytosolic Chaperonin Activity; purified chaperonin ATPase assay, HTRF ADP detection, 30 min; activity change, % (concentration not given with the values), hits read low; hit rate 0.3% among 360,000; in the data active means activity change below about -30%; further: on the % scale 0 is the no-effect control and ±100 the full control effect
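First, chaperonin was dispensed at 40 nM or 20 nM final depending on batch activity. Next, compounds were pinned at 76 uM and ATP added at 10 uM. After 30 min at 37 °C, ADP detection reagents ran 30 min at ambient temperature.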
HepG2 viability: qHTS for Inhibitors of TGF-b: Cytotox Counterscreen; HepG2 CAGA-GFP viability, ATP luminescence, 18 h; hit rate 0.76% among 410,000; AID 588856, 2011; Potency, µM (titrated, usually from 46.1 µM), without a hit: top-dose activity change, negative = cytotoxicity, hits mostly cytotoxic; further: potency means the concentration at half of the fitted maximal effect; some results filed as inactive show a strong effect at the top dose
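CellTiter-Glo luminescence gave cytotoxicity after 18 hours at 37 degrees C. The cells were HepG2 CAGA-GFP in 1% FBS DMEM, stimulated with 500 pg/mL TGF-beta after compound addition. %Activity was normalised to no-cell wells (complete cell-killing) and DMSO (no toxicity), and curves were fitted and classified.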
A549 tox: Nrf2 qHTS screen for inhibitors: counterscreen for cytotoxicity; Potency, µM (series often up to 46 µM), for inactives: at the top dose activity change, negative = cytotoxicity, usual class: inhibitors; A549 ARE-Fluc cells, CellTiter-Fluor viability, 18-24 h; hit rate 0.16% among 390,000; further: potency means the concentration at half of the fitted maximal effect; on the % scale 0 is the no-effect control and ±100 the full control effect
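A549 ARE-Fluc cells in 5% FBS OPTI-MEM, 5000 cells/well, rested 2 h then exposed to compounds in concentration-response for 18-24 h at 37 °C. Viability by CellTiter-Fluor fluorescence (Ex 405/Em 525) after 30 min; luciferase luminescence (BugLite, 15 min, RT) read afterwards.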
Abeta rescue: qHTS for compounds that reverse cellular toxicity of Amyloid beta (A-beta) peptide in yeast: Primary Screen; hit rate 0.063% among 410,000; AID 1347071, 2019; Potency, µM (top dose mostly 46.1 µM), inactives show top-dose growth rescue, usual class: activators; yeast expressing A-beta42, growth rescue, OD600, 48 h; response scale: 0% DMSO, 100% iron-clioquinol control; further: potency means the concentration at half of the fitted maximal effect; nearly all actives have a fitted effect of over 55% in size
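Yeast A-beta toxicity model in growth medium with pinned compounds, 48 h at 30 C; growth read as absorbance at 600 nm. Normalized to FeCl3/clioquinol equimolar mix (positive) and DMSO (negative).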
Akt phos inh: HTS Assay for Inhibitors of Akt Phophorylation: Primary Screen; activity change, % for hits at 50 µM; Neuro2A IGF-stimulated pAkt S473 HTRF, 20 min; stronger effect = lower value; AID 651550, 2012; hit rate 0.32% among 360,000; in the data active means activity change below about -80%; inconclusive means mostly about -51% to -80%; further: on the % scale 0 is the no-effect control and ±100 the full control effect
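Neuro2A cells (4,500/well, DMEM with 0.5% FBS) were treated with compound at a single 50 µM final concentration, stimulated with 6 nM IGF for 20 min at 37 °C, and lysed. Phospho-Akt Ser473 was read by HTRF as 665/615 ratio ×10^4.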
Nrf2 block: Nrf2 qHTS screen for inhibitors | A549 ARE-Fluc reporter, luciferase luminescence, 18-24 h | Potency, µM (doses to about 46 µM), without a hit: at the top dose activity change, negative = inhibition, actives largely listed as inhibitors | hit rate 2.1% among 360,000 | AID 504444, 2011; further: potency means the concentration at half of the fitted maximal effect; on the % scale 0 is the no-effect control and ±100 the full control effect; nearly all actives have a fitted effect of over 60% in size
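Two sequential reads on A549 ARE_Fluc cells exposed to compound for 18-24 h: a CellTiter-Fluor fluorescence read for viability, then a luciferase luminescence read for Nrf2/ARE activity.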
Mm-Cpn inhibitor: Inhibitors of TCP-1 ring complex (TRiC) of Methanococcus maripaludis (MmCpn): qHTS | Chaperonin Mm-Cpn (Methanococcus maripaludis) | purified Mm-Cpn ATPase, ADP Transcreener TR-FRET | Potency, µM (doses to about 76.9 µM), inactives show top-dose activity, negative = inhibition, actives largely listed as inhibitors | hit rate 0.031% among 330,000 | AID 504842, 2011; further: potency means the concentration at half of the fitted maximal effect; on the % scale 0 is the no-effect control and ±100 the full control effect; nearly all actives have a fitted effect of over 80% in size
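Inhibition of chaperonin ATP hydrolysis is measured as reduced ADP production, detected by competitive TR-FRET in which signal falls with ADP. Final enzyme 25 nM and ATP 10 uM, reacted 30 min at 37°C.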
* marks the source's active call; other numbers are inactive results; [ ] = remark or other dose. Unless noted, the call rests on the fitted dose curve; in most records, active means well fitted curve in the direction sought with a large enough effect; inconclusive means small, poorly fitted or top-dose-only effect, or another doubt; inactive means no such curve, though single readings can be large; an effect the other way counts as inactive or inconclusive.

For C=CCN(Cc1nc(-c2ccccc2)no1)C(=O)c1ccc2c(c1)OCO2 the results were TGFb inhibitor -15.8%, Nrf2 ARE act -0.9%, CCT modulator 0.9, HepG2 viability 2.5%, A549 tox -12.8%, Abeta rescue -1.3%, Akt phos inh inactive, Nrf2 block -14.8% and Mm-Cpn inhibitor 1.7%.
For O=C(C[C@@H]1C/C=C\C[C@H](NC(=O)OCC2c3ccccc3-c3ccccc32)C(=O)OC[C@@H]2CCCN2C1=O)N[C@H](CO)Cc1ccccc1 the results were TGFb inhibitor -10.6%, Nrf2 ARE act 0.4%, CCT modulator 0.1, HepG2 viability 5.4%, A549 tox -0.2%, Abeta rescue 2.9%, Akt phos inh inactive, Nrf2 block 4.8% and Mm-Cpn inhibitor -0.5%.
`CCOC(=O)c1ccc(NC(=O)NCc2ccncc2)cc1` gave TGFb inhibitor inconclusive, Nrf2 ARE act -0.2%, CCT modulator 0.0, HepG2 viability -18.4%, A549 tox 2.2%, Abeta rescue -10.8%, Akt phos inh inactive, Nrf2 block 2.1% and Mm-Cpn inhibitor 0.1%.
Screening COc1ccc(C2N=C(N)Nc3nc4ccccc4n32)cc1 (stereo not given) returned TGFb inhibitor 2.7%, Nrf2 ARE act 0.2%, HepG2 viability -23.4%, A549 tox 0.6% and Abeta rescue -23.8%.
Screening COc1cc(/C=N/NC(=O)c2cccnc2)ccc1OC(=O)c1cc(OC)c(OC)c(OC)c1 returned TGFb inhibitor -3.7%, Nrf2 ARE act 5.5%, CCT modulator -0.8, HepG2 viability -8.2%, A549 tox 4.2%, Abeta rescue -2.8%, Akt phos inh inactive, Nrf2 block -24.2% and Mm-Cpn inhibitor 0.8%.
For COc1ccc(OC)c(S(=O)(=O)N(C)CC(=O)Nc2cc(Cl)ccc2OC)c1 the results were TGFb inhibitor 28.0%, Nrf2 ARE act 1.8%, CCT modulator -1.7, HepG2 viability -1.8%, A549 tox -3.8%, Abeta rescue 17.7%, Akt phos inh inactive and Mm-Cpn inhibitor 0.3%.
Screening CSc1ccc(C(=O)NCC(c2ccco2)N(C)C)cc1[N+](=O)[O-] (stereo not given) returned TGFb inhibitor 6.3%, Nrf2 ARE act 9.9%, CCT modulator -0.3, HepG2 viability -3.9%, A549 tox -6.6%, Abeta rescue 8.1%, Akt phos inh inactive, Nrf2 block -3.8% and Mm-Cpn inhibitor -1.7%.
C=CCNC(=O)c1oc2ccc(S(=O)(=O)N3CCC4(CC3)OCCO4)cc2c1C was read as TGFb inhibitor -0.4%, Nrf2 ARE act 1.4%, CCT modulator -1.0, HepG2 viability -0.5%, A549 tox 4.3%, Abeta rescue 9.6%, Akt phos inh inactive, Nrf2 block -20.4% and Mm-Cpn inhibitor -9.7%.
`CCc1ccc(NC(=O)Nc2ccccc2OCc2cc(=O)n3ccccc3n2)cc1` gave TGFb inhibitor -1.0%, Nrf2 ARE act 4.2%, HepG2 viability 0.1%, A549 tox -11.4% and Abeta rescue 2.4%.
Cc1cc(NC(=O)CSc2nc(-c3ccc(Br)cc3)nc3c2c(=O)n(C)c(=O)n3C)no1 was read as TGFb inhibitor -4.8%, Nrf2 ARE act -0.7%, CCT modulator -8.4, HepG2 viability -0.6%, A549 tox 1.2%, Abeta rescue 7.1%, Akt phos inh inactive, Nrf2 block 13.0% and Mm-Cpn inhibitor -0.8%.
For Cn1ccc2cc(S(=O)(=O)N3CCCC(C(=O)NCc4ccc(F)cc4)C3)ccc21 (stereo not given) the results were TGFb inhibitor inconclusive, Nrf2 ARE act 3.1%, HepG2 viability -12.6%, A549 tox 8.1% and Abeta rescue -1.4%.
COC(=O)C(C)N(c1ccc(OC)cc1)S(C)(=O)=O (stereo not given) was read as TGFb inhibitor 5.2%, Nrf2 ARE act 0.2%, CCT modulator -1.3, HepG2 viability 5.5%, A549 tox 7.3%, Abeta rescue -12.7%, Akt phos inh inactive, Nrf2 block -23.5% and Mm-Cpn inhibitor -0.3%.
For CCCSC1=N/C(=C\c2ccc([N+](=O)[O-])o2)C(=O)S1 the results were TGFb inhibitor -13.4%, Nrf2 ARE act 0.3%, CCT modulator -4.2, HepG2 viability 26.6%, A549 tox inconclusive, Abeta rescue -92.4%[inhibitor], Akt phos inh inactive, Nrf2 block 6.2% and Mm-Cpn inhibitor -2.8%.
Screening Cc1ccc2c(c1)cc(CN(Cc1ccc3c(c1)OCO3)C(=O)c1ccccc1)c1nnnn12 returned TGFb inhibitor -1.8%, Nrf2 ARE act -0.6%, CCT modulator 1.0, HepG2 viability -1.6%, A549 tox -3.3%, Abeta rescue -6.0%, Akt phos inh inactive, Nrf2 block 4.6% and Mm-Cpn inhibitor 1.5%.
For Cn1c(N2CCC(C(N)=O)CC2)nc2c1c(=O)n(Cc1cccc(Br)c1)c(=O)n2C the results were TGFb inhibitor -11.1%, Nrf2 ARE act -0.2%, CCT modulator -2.4, HepG2 viability -1.5%, A549 tox 20.6%, Abeta rescue 17.6%, Akt phos inh inactive, Nrf2 block inconclusive and Mm-Cpn inhibitor -0.5%.
CC1CCN(S(=O)(=O)c2csc(C(=O)Nc3ccccc3)c2)CC1 was read as TGFb inhibitor -20.7%, Nrf2 ARE act 4.1%, CCT modulator -1.2, HepG2 viability -12.3%, A549 tox -12.5%, Abeta rescue 5.8%, Akt phos inh inactive, Nrf2 block inconclusive and Mm-Cpn inhibitor 0.4%.
CC(C)(C)c1cc(C(=O)NC2CC2)n(Cc2ccc(F)cc2)n1 was read as TGFb inhibitor 9.3%, Nrf2 ARE act -1.5%, CCT modulator 0.9, HepG2 viability -1.7%, A549 tox 1.1%, Abeta rescue 10.0%, Akt phos inh inactive, Nrf2 block 9.3% and Mm-Cpn inhibitor 1.9%.
Cc1ccc(NC(=O)CSc2ccc(-c3ccc4c(c3)OCO4)nn2)cc1F was read as TGFb inhibitor -18.2%, Nrf2 ARE act 1.5%, CCT modulator 2.4, HepG2 viability 4.7%, A549 tox -4.8%, Abeta rescue -16.6%, Akt phos inh inactive, Nrf2 block inconclusive and Mm-Cpn inhibitor 0.0%.
For CCn1ncc(Cl)c1C(=O)Nc1cc(Cl)ccc1Cl the results were TGFb inhibitor 19.8%, Nrf2 ARE act 0.6%, CCT modulator 0.7, HepG2 viability -21.5%, A549 tox 6.8% and Abeta rescue -17.3%.
Cc1nc2ncnn2c(N2CCN(S(=O)(=O)c3ccc(Br)cc3)CC2)c1C was read as TGFb inhibitor -30.4%, Nrf2 ARE act -0.6%, CCT modulator 0.8, HepG2 viability -3.2%, A549 tox -2.6%, Abeta rescue -15.4%, Akt phos inh inactive, Nrf2 block -18.5% and Mm-Cpn inhibitor 1.4%.
CC(C)Cc1nc2oc3c(Cl)ncnc3c2c2c1CCCC2 was read as TGFb inhibitor 16.8%, Nrf2 ARE act -0.8%, CCT modulator -2.5, HepG2 viability 4.8%, A549 tox -4.6%, Abeta rescue -26.2%, Akt phos inh inactive, Nrf2 block -3.4% and Mm-Cpn inhibitor -0.5%.
For COc1ccc(CCNC(=O)Cn2c(=O)nc(-c3ccccc3F)c3cc(Cl)ccc32)cc1OC the results were TGFb inhibitor 9.2%, Nrf2 ARE act 3.1%, HepG2 viability -4.2%, A549 tox inconclusive and Abeta rescue -13.1%.
Screening Cc1cccc(-c2nc(CCNC(=O)Cc3ccccc3)cs2)c1 returned TGFb inhibitor 0.0%, Nrf2 ARE act 2.5%, HepG2 viability -29.7%, A549 tox 14.9% and Abeta rescue 4.7%.
For Nn1c(COc2ccccc2)nnc1SCC(=O)O the results were TGFb inhibitor -8.6%, Nrf2 ARE act 1.5%, CCT modulator -0.3, HepG2 viability -11.1%, A549 tox 9.2%, Abeta rescue -2.4%, Akt phos inh inactive, Nrf2 block -4.0% and Mm-Cpn inhibitor 1.8%.
Screening C=CCn1c(Cc2ccc(OC)cc2)nnc1SCC(=O)c1cccc([N+](=O)[O-])c1 returned TGFb inhibitor -12.3%, Nrf2 ARE act 0.1%, CCT modulator 0.6, HepG2 viability -3.6%, A549 tox -2.8%, Abeta rescue 14.8%, Akt phos inh inactive, Nrf2 block -16.1% and Mm-Cpn inhibitor 0.0%.
`COc1ccccc1-c1noc(-c2ccc(NCc3ccco3)c([N+](=O)[O-])c2)n1` gave TGFb inhibitor inconclusive, Nrf2 ARE act 20.4%, HepG2 viability -6.7%, A549 tox -2.9%, Abeta rescue -15.3% and Nrf2 block inconclusive.
`CCOc1ccc(CCN2C(=O)C(=O)N([C@@H](Cc3ccc(O)cc3)CN3CCC[C@H]3CN3C(=O)C(=O)NC[C@@H]3Cc3ccc(O)cc3)C[C@@H]2Cc2ccccc2)cc1` gave Nrf2 ARE act 1.7%, CCT modulator -2.5, Abeta rescue -12.6% and Akt phos inh inactive.
For COc1ccc(C(=O)N2CCN(S(=O)(=O)c3ccc(F)cc3)CC2)cc1OC the results were TGFb inhibitor 11.6%, Nrf2 ARE act 0.4%, CCT modulator 0.2, HepG2 viability 2.6%, A549 tox 0.5%, Abeta rescue -1.8%, Akt phos inh inactive, Nrf2 block -1.2% and Mm-Cpn inhibitor -1.9%.
